Screening data as filed in PubChem.
SKKanGAS inh = S. pyogenes SKKanGAS growth inhibitors in kanamycin, primary screen, streptokinase expression inhibitor project, SKKanGAS strain, BacTiter-Glo luminescence. 6 h. inhibition, % at 7.5 µM. 300,000 compounds, 1.3% hits;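 active = mean replicate score, as percent of positive control median, at least 50; inconclusive = mean below 50 but one replicate at or above 50; inactive = mean and every replicate below 50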;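 also: strain carries kanamycin resistance gene driven by streptokinase promoter and grows in 40 µg/ml kanamycin; loss of luminescence reflects streptokinase promoter inhibition or plain growth inhibition; 0% = median of DMSO wells and 100% = positive control at its reference dose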
HDAC3 inh = HDAC3 deacetylase inhibitors, primary screen, biochemical, fluorescence, cell-free homogeneous | Histone deacetylase 3 (Homo sapiens), O15379 | recombinant HDAC3, fluorogenic peptide/trypsin coupled | inhibition, % at 8.3 µM | 320,000 compounds, 0.15% hits | AID 2718, 2010; in the data active = inhibition above about 26%, passing the limit was not always enough; inconclusive = no clear call, values can overlap the other calls
ANO1 activ = TMEM16A chloride channel activators or potentiators, primary screen, cell-based, HTS | 340,000 compounds, 0.3% hits | B-score at 10 µM | AID 623877, 2012 | HEK293 TMEM16A/YFP-H148Q/I152L, iodide quench fluorescence; hits give low values | Anoctamin-1 (Mus musculus), Q8BHY3;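 active = fluorescence-ratio B-score plate-corrected deviation score at least 3 library SD below zero, with starting fluorescence score within 5 deviations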;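 also: channel opened by trigger with iodide after compound preincubation; score built on the fluorescence ratio of max minus min over baseline; more negative score means more quench and so TMEM16A activation or potentiation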
Target sequence (Q8BHY3 whole entry, looked up): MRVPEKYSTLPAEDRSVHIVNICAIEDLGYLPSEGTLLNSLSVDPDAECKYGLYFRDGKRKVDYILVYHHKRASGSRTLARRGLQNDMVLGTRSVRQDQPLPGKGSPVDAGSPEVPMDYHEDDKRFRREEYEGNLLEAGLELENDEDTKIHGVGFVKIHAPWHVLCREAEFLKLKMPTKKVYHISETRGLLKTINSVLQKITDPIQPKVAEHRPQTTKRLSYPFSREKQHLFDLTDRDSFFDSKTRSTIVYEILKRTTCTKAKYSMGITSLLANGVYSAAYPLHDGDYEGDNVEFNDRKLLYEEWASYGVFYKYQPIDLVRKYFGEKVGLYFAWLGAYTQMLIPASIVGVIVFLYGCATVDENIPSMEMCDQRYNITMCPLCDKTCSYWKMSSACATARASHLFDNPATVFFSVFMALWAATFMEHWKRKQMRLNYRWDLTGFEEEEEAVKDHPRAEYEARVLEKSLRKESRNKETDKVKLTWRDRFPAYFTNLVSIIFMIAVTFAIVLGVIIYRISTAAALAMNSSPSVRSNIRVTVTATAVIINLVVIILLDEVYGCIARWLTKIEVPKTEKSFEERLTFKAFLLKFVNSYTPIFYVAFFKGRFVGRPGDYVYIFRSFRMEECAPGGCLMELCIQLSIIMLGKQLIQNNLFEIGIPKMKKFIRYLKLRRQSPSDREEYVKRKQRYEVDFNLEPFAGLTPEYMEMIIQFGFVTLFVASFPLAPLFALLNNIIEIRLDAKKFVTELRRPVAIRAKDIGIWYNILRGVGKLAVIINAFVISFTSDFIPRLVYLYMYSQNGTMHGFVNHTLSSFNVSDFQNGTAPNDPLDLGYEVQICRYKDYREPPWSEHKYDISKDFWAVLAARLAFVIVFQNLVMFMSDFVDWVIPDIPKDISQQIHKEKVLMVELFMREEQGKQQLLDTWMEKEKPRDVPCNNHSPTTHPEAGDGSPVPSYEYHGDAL
TRPC6 inhibitor = mouse TRPC6 channel inhibitors, primary screen, cell-based, HEK293, membrane potential dye | ACh-evoked depolarization; hits give low values | B-score at 10 µM | 310,000 compounds, 1.1% hits;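 active = B-score under library mean minus 3 SD, initial fluorescence not abnormally high, positive integrated signal ratio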;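 also: B-score derived from integrated fluorescence ratio over the kinetic read; more negative B-score means stronger inhibition of depolarization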
MrgX1 agonist = agonists of human MrgX1 receptor, primary screen, HEK293 cells, Fluo-4 calcium flux; AID 588627, 2011; Fluo-4 calcium fluorescence, agonist mode; hits give high values; 310,000 compounds, 0.44% hits; B-score at 10 µM; Mas-related G-protein coupled receptor member X1 (Homo sapiens), Q96LB2;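 active = calcium response B-score plate-corrected fluorescence ratio at least 3 library SD, with starting fluorescence B-score inside 5 SD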
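Test system: HEK293 cells stably expressing human MrgX1 receptor; Input: fifteen thousand cells per well; Dosing: compound delivered in addition one of three; Schedule: overnight seeding, then 1 h dark dye loading; Technique: Fluo-4 NW calcium fluorescence; Measure: B-scored fluorescence response ratio; Controls: positive and negative controls per plate.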
RGS4 pot = RGS4 potentiators or activators, primary screen, cell-based, HEK293 M3R inducible RGS4, calcium flux. 310,000 compounds, 0.92% hits. B-score at 10 µM. carbachol calcium flux Fluo4; hits give low values;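 active = B-score of the integrated calcium signal more than 4 SD below the library mean, with starting fluorescence not abnormally high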;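 also: negative B-score means reduced calcium response which marks RGS4 activation or potentiation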
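Also added: carbachol at ECmax as muscarinic agonist stimulus; Assay system: HEK293 cells with stable M3R and inducible RGS4; Timing: overnight RGS4 induction, 30 min dye load 37 °C, 20 min compound RT; Measured by: Fluo4-AM (2 µM) calcium-flux fluorescence, kinetic read.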
MrgX1 antagonist = antagonists of human MrgX1 receptor, primary screen, HEK293 cells, Fluo-4 calcium flux. 310,000 compounds, 1.3% hits. BAM8-22 antagonism; hits give low values. B-score at 10 µM. Mas-related G-protein coupled receptor member X1 (Homo sapiens), Q96LB2;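 active = calcium-response B-score plate-corrected more than 3 library SD below zero, starting fluorescence within 5 deviations, no agonist response on first addition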;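 also: peak minus trough fluorescence over baseline after final BAM8-22 challenge near maximal dose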
TMEM16A inh = TMEM16A chloride channel inhibitors, primary screen, cell-based, HTS; 310,000 compounds, 1.2% hits; HEK293 TMEM16A/YFP iodide influx fluorescence, ionomycin; Anoctamin-1 (Mus musculus), Q8BHY3; normalized B-score (activity score, 25-100; higher = stronger inhibition) at 10 µM; AID 588511, 2011;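 active = ratio plate-corrected score three or more library SD toward inhibition, starting fluorescence score within five deviations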;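 also: score derived from kinetic fluorescence span divided by baseline fluorescence per well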
RGS4 block = RGS4 inhibitors, primary screen, cell-based, HEK293 M3R inducible RGS4, calcium flux; AID 463165, 2010; B-score at 10 µM; Fluo-4 calcium flux; hits give high values; triggered by carbachol at its EC20; 310,000 compounds, 0.45% hits;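 active = B-score, a plate-corrected calcium signal, over three deviations above library mean, with baseline fluorescence within five deviations of library mean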;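 also: RGS4 expression induced by doxycycline in cells with stable M3 receptor; B-score is computed from the integrated fluorescence ratio over baseline after carbachol; higher B-score means a larger calcium signal and so more RGS4 inhibition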
MrgX1 PAM = positive allosteric modulators of MrgX1, primary screen, HEK293 cells, Fluo-4 calcium flux; B-score at 10 µM; FDSS; hits give high values; 310,000 compounds, 0.63% hits;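 active = plate-corrected calcium response at least 3 library SD above typical, normal starting fluorescence, not activating the receptor alone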;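 also: compound read alongside a low EC10 to EC30 dose of BAM8-22 agonist; peak minus trough fluorescence over baseline measured at the second addition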
TRPC6 act = mouse TRPC6 channel activators, primary screen, cell-based, HEK293, membrane potential dye; Short transient receptor potential channel 6 (Mus musculus), Q61143; HEK293-TRPC6 membrane potential dye fluorescence; hits give high values; B-score at 10 µM; 310,000 compounds, 0.13% hits;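 active = B-score of the integrated fluorescence ratio above library mean plus 3 SD, and starting fluorescence ratio within library mean plus 5 SD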;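 also: higher score means more depolarization so channel activation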
Numbers without * were called inactive; i = inactive; ? = inconclusive; . = not tested or not shown.

SMILES | SKKanGAS inh | HDAC3 inh | ANO1 activ | TRPC6 inhibitor | MrgX1 agonist | RGS4 pot | MrgX1 antagonist | TMEM16A inh | RGS4 block | MrgX1 PAM | TRPC6 act
CCOC(=O)C(C)n1cnc2scc(-c3ccc(C)c(C)c3)c2c1=O (stereo not drawn) | 3 | -4 | i | i | i | i | i | i | i | i | i
O=C(NCCN1CCCC1)c1ccc(Cl)cc1Cl | -1 | 2 | i | i | i | i | i | i | i | i | i
COc1ccccc1CN=Cc1[nH]c2ccc(Br)c(Cl)c2c1O | 3 | 5 | i | i | i | i | i | i | i | i | i
CC(C)SCc1cc(N2CCCC2)nc(-c2ccccc2)n1 | -13 | 5 | i | i | i | i | i | i | i | i | i
Cc1cc(C)cc(NC(=O)CCNS(=O)(=O)c2ccc3c(c2)oc(=O)n3C)c1 | 2 | -18 | i | i | i | i | i | i | i | i | i
Cc1nc(=S)n(-c2ccccc2)[nH]1 | -2 | 8 | i | i | i | i | i | i | i | i | i
COCCn1c(=NC(=O)c2cccs2)sc2cc(NC(C)=O)ccc21 | 3 | -2 | i | i | i | i | i | i | i | i | i
CCSc1nnc(NC(=O)c2nc(-c3ccccc3)n(-c3ccccc3)n2)s1 | 63* | -9 | i | i | i | i | i | i | i | i | i
O=C(NCCc1ccccc1)c1cc(-c2ccco2)on1 | 1 | 1 | i | i | i | i | i | i | i | i | i
CC1CC1C(=O)OCC(=O)Nc1cccc(S(=O)(=O)NC2=NCCCCC2)c1 (stereo not drawn) | -6 | . | i | i | i | i | i | i | i | i | i
C=CCNC(=O)/C(C#N)=C/c1ccccc1OCc1ccc(C(=O)OC)cc1 | 1 | 4 | i | i | i | i | i | i | i | i | i
COc1cccc(N2CC(C(=O)Nc3nnc(SCC(=O)Nc4cc(C)on4)s3)CC2=O)c1 (stereo not drawn) | -3 | -5 | i | i | i | i | i | i | i | i | i
COc1ccccc1C(=O)Nc1ccc(S(=O)(=O)Nc2cc(C)nc(C)n2)cc1 | 8 | -1 | i | i | i | i | i | i | i | i | i
Cc1noc(C)c1COC(=O)c1cc(C)n(-c2ccccc2)c1C | 3 | 2 | i | i | i | i | i | 25* | i | i | i
CN(C)Cc1c(C(=O)N/N=C/c2cccc(OCc3c(F)cccc3Cl)c2)nnn1-c1nonc1N | 12 | 1 | i | i | i | i | i | i | i | i | i
CN1C(=O)C(O)(CC(=O)/C=C\c2ccc3c(c2)OCO3)c2ccccc21 (stereo not drawn) | . | 3 | i | i | i | i | -5.4* | i | i | i | i
O=C(CNC(=O)C(c1ccccc1)c1ccccc1)N/N=C\c1cccc(O)c1 | 19 | -9 | i | i | i | i | i | i | i | i | i
Cc1ccc(/C=C/C(=O)OCC(=O)Nc2ccc3[nH]c(=O)[nH]c3c2)o1 | -7 | 0 | i | i | i | i | i | i | i | i | i
COc1cc(/C=C/C(=O)c2cccc([N+](=O)[O-])c2)cc(OC)c1OC | -13 | 1 | i | i | i | i | i | i | i | i | i
O=c1[nH]c2ccccc2nc1/C=C/c1ccc(Cl)cc1 | -8 | 3 | i | i | i | i | i | i | i | i | i
CCCn1c(CCC(=O)O)nc2cc(S(=O)(=O)N3CCCC3)ccc21 | -16 | -14 | i | i | i | i | i | i | i | i | i
O=C(Nc1cccnc1)c1ccc(Br)c(S(=O)(=O)N2CCCC2)c1 | 2 | -9 | i | i | i | i | i | i | i | i | i
N#C/C(=C\c1ccc(O)c(O)c1)C(=O)N1CCc2ccccc21 | . | 8 | i | . | i | . | i | 25* | . | i | .
COc1ccc(NC(=O)CS(=O)c2ccc(Br)cc2)cc1 (stereo not drawn) | -1 | -3 | i | i | i | i | i | i | i | i | i
O=C(O)CCn1c(CO)nc2ccccc21 | 2 | 2 | i | i | i | i | i | i | i | i | i
COc1ccc(Br)cc1CNC(=O)CCCc1cn(C)c2ccccc12 | -6 | 11 | i | i | i | i | i | i | i | i | i
Cn1ncc2c(Nc3ccccc3Br)ncnc21 | 4 | 1 | i | i | i | i | i | i | i | i | i
COc1cccc(NC(=O)CNC(=O)c2cccs2)c1 | -3 | 5 | i | i | i | i | i | i | i | i | i
COc1ccc(CCN(Cc2cc3cc(C)cc(C)c3nc2Cl)C(=O)C2CC2)cc1 | 13 | 5 | i | i | i | -7.2* | i | i | i | i | i
CC1CC(C)CN(CC(O)COCCOc2ccc(Br)cc2)C1 (stereo not drawn) | 21 | 8 | i | i | i | i | i | i | i | i | i
CN1C(=S)SC(/[N+]([O-])=C\c2cccs2)C1(C)C (stereo not drawn) | 1 | ? | i | i | i | i | i | i | i | i | i
Cc1ccccc1NC(=O)Nc1cnccn1 | -5 | -5 | i | i | i | i | i | i | i | i | i
CC(=O)NC1(C(F)(F)F)C(=O)Nc2c1c(=O)[nH]c(=O)n2-c1ccccc1 (stereo not drawn) | 4 | 2 | i | i | i | i | i | i | i | i | i
COc1ccc(S(=O)(=O)N2CCCC(C(=O)N3CCCCCC3)C2)cc1 (stereo not drawn) | 1 | 1 | i | i | i | i | i | i | i | i | i
CCOP(=O)(c1ccc(N(C)C)cc1)C(O)c1ccncc1 (stereo not drawn) | -3 | 2 | i | i | i | i | i | i | i | i | i
Cc1ccc(S(=O)(=O)Nc2ccccc2N(C)S(=O)(=O)c2ccc(C)cc2)cc1 | 4 | -10 | i | i | i | i | i | i | i | i | i
Cc1ccc([N+](=O)[O-])cc1NC(=O)c1ccoc1C | 6 | 7 | i | i | i | i | i | i | i | i | i
CN(c1ccccc1C(=O)Nc1ccc(CC#N)cc1)S(=O)(=O)c1ccccc1 | 0 | 4 | i | i | i | i | i | i | i | i | i
Oc1ccc(Cl)cc1CNc1cccc2cccnc12 | 57* | 0 | i | i | i | i | i | i | i | i | i
COc1ccccc1N1CC(C(=O)OCC(=O)Nc2c(C)cccc2C)CC1=O (stereo not drawn) | 7 | -1 | i | i | i | i | i | i | i | i | i
Cc1ccc(CCN2CC(C(=O)NCCCOC(C)C)CC2=O)cc1 (stereo not drawn) | 2 | 2 | i | i | i | i | -4.5* | i | i | i | i
CCCCn1c(SCC(=O)c2ccc(OC)cc2OC)nc2cc(S(N)(=O)=O)ccc21 | 9 | 9 | i | i | i | i | i | i | i | i | i
COc1ccc(C)cc1NC(=O)N1CCCc2ccccc21 | -12 | -2 | i | i | i | i | i | i | i | i | i
O=C(CSc1ncnc2c1cnn2-c1cccc(Cl)c1)NCC1CCCO1 (stereo not drawn) | -1 | 0 | i | i | i | i | i | i | i | i | i
O=C1Nc2ccc(Br)cc2C1(O)Cc1ccncc1 (stereo not drawn) | 1 | 1 | i | i | i | i | i | i | i | i | i
O=C(CCS(=O)(=O)c1cc(Br)cc2c1N(C(=O)C1CC1)CC2)NCC1CCCO1 (stereo not drawn) | -4 | 0 | i | i | i | i | i | i | i | i | i
CCO[C@H]1OC(C(=O)N2CCN(Cc3ccc4c(c3)OCO4)CC2)=C[C@@H](C(C)(C)C)[C@@H]1CCCO | -2 | -8 | i | i | i | i | i | i | i | i | i
CCCCn1c(=NC(=O)c2ccc3c(c2)OCO3)c(C#N)cc2c(=O)n3cccc(C)c3nc21 | . | -4 | i | . | i | . | i | i | . | i | .
Cc1ccc(C)c(S(=O)(=O)N2CCCOC2CNC(=O)C(=O)NCc2ccco2)c1 (stereo not drawn) | -7 | 1 | i | i | i | i | i | i | i | i | i
Cc1ccccc1CN1CCN(C(=O)c2cccc(F)c2)CC1 | 1 | -6 | i | i | i | i | i | i | i | i | i
Carrying on:
SMILES | SKKanGAS inh | HDAC3 inh | ANO1 activ | TRPC6 inhibitor | MrgX1 agonist | RGS4 pot | MrgX1 antagonist | TMEM16A inh | RGS4 block | MrgX1 PAM | TRPC6 act
CN(C)c1ccc(P(=O)(OCc2ccccc2)C(O)c2cccnc2)cc1 (stereo not drawn) | -1 | 6 | i | i | i | i | i | i | i | i | i
C(=Nc1cccc2c(N=Cc3ccco3)cccc12)c1ccco1 | 7 | 3 | i | i | 39* | i | i | i | i | i | i
OCC[n+]1ccc(/C=C/c2c[nH]c3ccccc23)cc1 | -3 | 15 | i | i | i | i | i | i | i | i | i
CCOc1ccccc1NC(=O)C1CCCN(c2c(CC)c(C)nc3ncnn23)C1 (stereo not drawn) | -2 | 2 | i | i | i | i | i | i | i | i | i
Cc1cccc(OCC(=O)O/N=C(\N)c2ccccn2)c1 | -2 | -2 | i | i | i | i | i | i | i | i | i
Cc1cc(=O)oc2cc(OCC(=O)N3CCc4ccccc4C3)ccc12 | -13 | -5 | i | i | i | i | i | i | i | i | i
C/C(=N\NC(=O)c1c(Cl)c(C)nn1C)c1cccc(NC(=O)COc2ccccc2)c1 | 12 | 4 | i | i | i | i | i | i | i | i | i
COc1ccc(/C=C/C=C2\NC(=S)NC2=O)cc1 | -7 | 7 | i | i | i | i | i | i | i | i | i
C/C(=C\C(=O)c1ccccc1)Nc1ccc(Cl)c(Br)c1 | -4 | 7 | i | i | i | i | i | i | i | i | i
CCCCN1C(=O)C(NC(=O)c2cccnc2)(C(F)(F)F)C2=C1CC(C)(C)CC2=O (stereo not drawn) | -2 | 8 | i | i | i | i | i | i | i | i | i

Compound profiles, from the list above. Values in the order: SKKanGAS inh	HDAC3 inh	ANO1 activ	TRPC6 inhibitor	MrgX1 agonist	RGS4 pot	MrgX1 antagonist	TMEM16A inh	RGS4 block	MrgX1 PAM	TRPC6 act
Entry for COc1ccc(/C=C/C=C2\NC(=S)NC2=O)cc1 = -7	7	i	i	i	i	i	i	i	i	i
Entry for C/C(=N\NC(=O)c1c(Cl)c(C)nn1C)c1cccc(NC(=O)COc2ccccc2)c1 = 12	4	i	i	i	i	i	i	i	i	i
